Screening results deposited in PubChem BioAssay by NCI.
Growth percent in the NCI-60 one-dose screen (48 h, 10 µM unless noted): 100 = growth as untreated, 0 = no growth, -100 = all killed.
PC-3: PC-3 prostate cancer cells; 80,000 tested, 3.9% active
SNB-19: SNB-19 CNS cancer cells; 81,000 tested, 2.5% active
SF-268: SF-268 CNS cancer cells | AID 1794759 | 82,000 tested, 3.1% active
SF-295: SF-295 CNS cancer cells. AID 1794758. 79,000 tested, 5.6% active
SF-539: SF-539 CNS cancer | 81,000 tested, 6.8% active
U251: U251 CNS tumor cells. AID 1794753. 80,000 tested, 5.4% active
OVCAR-8: OVCAR-8 ovarian cancer; 81,000 tested, 4.4% active
OVCAR-3: OVCAR-3 ovarian cancer. 79,000 tested, 7% active
DU-145: DU-145 prostate cancer. AID 1794760. 81,000 tested, 4.2% active
An asterisk follows results filed as active; . = not tested or not shown; & = joins results of further samples. The calls were made as follows: active = growth percent below 10; inactive = the rest.

SMILES	PC-3	SNB-19	SF-268	SF-295	SF-539	U251	OVCAR-8	OVCAR-3	DU-145
Nc1ncnc2c1C(c1ccc(Cl)cc1)c1sc3c(Br)cccc3c1O2 (configuration not stated)	85	98	97	103	95	91	93	103	107
NS(=O)(=O)c1ccc(C(=O)N=Nc2c(O)n(Cc3ccccc3)c3ccccc23)cc1	90	99	91	100	98	104	98	110	95
COc1ccc(S(=O)(=O)N2CCN(c3cc4c(cc3F)c(=O)c(C(=O)O)cn4C3CC3)CC2)c(OC)c1	99	90	82	91	89	102	92	96	98
Cc1c(C(=O)NCCN2CCOCC2)cn2ncnc(Oc3ccc(NC(=O)NC4CC4)c(F)c3)c12	97	90	92	103	94	88	101	108	109
COC1CCC2CC(C(=O)N3CCC(CC(=O)NCC4CCC5OCOC5C4)CC3)NC2C1 (configuration not stated)	60	74	63	32	64	65	24	59	79
C1=C2Sc3ccccc3N=C2c2ccccc2C1	67	100	94	74	121	100	96	81	95
O=C(O)c1ccc(C(=O)c2cc([N+](=O)[O-])cc([N+](=O)[O-])c2)cc1	98	101	115	116	96	112	101	122	129
O=C(O)C(=O)c1c[nH]c2ccccc12	85	112	104	119	97	100	100	95	103
O=C(N/N=C/c1ccccc1O)C(O)c1ccccc1 (configuration not stated)	78	91	75	90	102	64	86	90	86
CNC(=O)c1c(-c2ccc(F)cc2)noc1C	98	102	107	93	98	98	116	103	112
COC(=O)c1cc2c3c(cc(O)c2[nH]1)N(C(=O)C1Cc2cc(OC)c(OC)c(OC)c2N1)CC3CCl (configuration not stated)	-17*	-52*	-5.8*	-41*	-75*	-55*	-50*	-83*	-99*
CCCC(NC(=O)CNC(=O)c1cccc(N2C(=O)/C(=C/c3ccccc3)SC2=S)c1)C(=O)O (configuration not stated)	93	97	100	106	105	.	103	113	109
Cc1cccc2c(Cn3cc(Cn4cnc5c4c(=O)n(C)c(=O)n5C)nn3)cc(=O)[nH]c12	100	100	100	106	102	110	104	111	112
CCN(CC)CCCC(C)Nc1ccnc2cc(Oc3ccccc3)ccc12 (configuration not stated)	68&62	95&84	67&54	75&82	4.9*	60&57	78&63	86&83	87&91
O=C(/C=C/c1c(Cl)nc2sccn12)c1ccc(F)c(F)c1	79	88	81	92	96	91	93	82	96
C/C(=N\O)C(=O)NCCCCCCCC(=O)Nc1ccccc1	101	100	99	97	103	99	104	113	98
Cc1cc(C)c(Sc2c(C)cc(C)cc2C)c(C)c1	109	99	104	103	108	98	104	105	106
CCOC(=O)CC1C(CNC(=O)NC)OC(n2cnc3c(N)ncnc32)C1O[Si](C)(C)C(C)(C)C (configuration not stated)	98	99	97	101	97	98	100	98	98
COC1OC(CNC(=O)N(C)N=O)C(O)C(O)C1O (configuration not stated)	102	120	97	98	104	100	105	106	105
CC(C)C(C)C(N)C(=O)O (configuration not stated)	98	115	107	117	101	103	105	111	105
NC(=O)CCCCC1CCSS1 (configuration not stated)	100	97	105	117	116	103	94	115	.
COc1ccc(-c2cc(-c3cn(-c4cccc(Cl)c4)nc3-c3ccc(OC)cc3)on2)cc1	86	93	108	108	112	90	94	103	113
COC(=O)C1(CC(=O)c2ccc(N3CCN(c4ccc(C(=O)CC5(C(=O)OC)NC(=S)NC(=O)C5C#N)cc4)CC3)cc2)NC(=S)NC(=O)C1C#N (configuration not stated)	97	101	117	98	104	111	112	115	131
COc1cc2nc(N3CCCC3)nc(NCc3ccccc3)c2cc1OC	67	96	88	71	52	.	79	68	81
CN1CCN(c2ccc(Nc3ncc4[nH]c(=O)n(Cc5ccccc5N)c4n3)cc2)CC1	83	107	73	98	81	100	98	102	103
O=C1CCc2ccc(CCCl)cc2O1	95	100	101	117	106	97	98	106	121
CCCCCCCNc1nc(CO)ncc1-c1ccc(C(F)(F)F)cc1	97	95	110	103	107	86	97	112	104
O=CN1N=C(c2ccc(Cl)cc2)CC1c1cccc(Nc2ccnc3cc(C(F)(F)F)ccc23)c1 (configuration not stated)	49	71	59	51	79	64	53	62	70
O=C(O)/C=C\C(=O)NCCO	104	103	107	.	.	97	92	98	104
CC(N)CCCCc1ccccc1 (configuration not stated)	93	101	97	99	103	90	95	100	107
O=C(Cn1cc(CSc2nc3ccccc3o2)nn1)Nc1cc(Cl)cc(Cl)c1	99	103	98	108	108	106	.	116	111
Cc1ccccc1NCS(=O)(=O)O	.	110	102	91	88	106	106	108	114
CCCCSc1ncnc2nc[nH]c12	101	93	101	102	88	97	83	119	116
CCN(CC)c1ccc([N+](=O)[O-])cc1[N+](=O)[O-]	95	94	99	109	.	107	105	109	106
O=S(Nc1ccccc1)c1ccccc1Oc1ccccc1 (configuration not stated)	89	103	82	94	97	96	98	108	95
CCc1ccc(N2CCC(=S)NC2=S)cc1	106	100	105	101	91	98	102	125	114
NC(=O)[C@H]1O[C@@H](n2cnc3c(=O)[nH]c(N)nc32)[C@H](O)[C@@H]1O	100	103	105	99	97	106	104	113	107
Cc1ccc(/C=C/c2c(C(=O)/C=C/c3ccc(Cl)cc3)c(C)nc3ccccc23)cc1	12	-21*	38	-29*	-85*	-37*	13	-46*	-39*
O/N=C\c1cc(-c2ccc(I)cc2)on1	104	91	98	96	99	105	103	103	101
NS(=O)(=O)c1ccc(-n2nc(CCCNC(=O)Nc3ccc(C(F)(F)F)cc3)cc2-c2ccccc2)cc1	75	101	73	86	91	98	95	92	72
COc1cc(/C=C/C(=O)c2cc(-c3ccc(C(F)(F)F)cc3)ccc2O)cc(OC)c1OC	44	75	76	78	92	69	64	74	81
Clc1ccc(-c2cnc3sc(NCc4ccccc4)nn23)cc1	54	66	72	73	67	60	69	80	81
CCCCCCCCCCCCCCCCCC[S+](C)CC (configuration not stated)	36	8.7*	31	69	31	-57*	14	45	64
CC1=CC(C)(C)OC(=O)C1	98	107	107	125	99	98	102	109	114
Cc1nn(-c2ccc(Cl)cc2)c(=O)n1CCn1nnc2ccccc21	95	113	108	104	90	106	113	112	108
O=c1[nH]c(=S)c2ncn(-c3ccccc3)c2[nH]1	108	100	108	110	97	104	96	123	121
O=C(Nc1ccc(N=C=S)cc1)OCc1ccccc1	76	94	79	84	97	83	90	88	85
O=Cc1cncc(-c2ccc3ncnc(N4CCc5cc(F)c(Cl)cc54)c3c2)c1	24	49	42	19	26	49	40	25	23
COc1ccccc1/C=C\C(=O)c1ccccc1	62	79	96	94	92	46	76	110	95
CC1(C)c2[nH]c3ccccc3c2C[C@]2(C)[C@H]3CC=C4[C@@H]5C[C@@](C)(C(N)=O)CC[C@]5(C)CC[C@@]4(C)[C@]3(C)CC[C@@H]12	51	62	73	54	81	69	51	58	74
Further results
SMILES	PC-3	SNB-19	SF-268	SF-295	SF-539	U251	OVCAR-8	OVCAR-3	DU-145
O=C(Nc1ccc(OCC(=O)c2ccc(Cl)cc2)cc1)Nc1ccc(Cl)c(C(F)(F)F)c1	7.7*	21	46	27	47	36	30	34	66
CN1CCc2nc3sc(C(=O)Nc4cccc5ccccc45)c(N)c3cc2C1	93	96	90	94	94	105	89	97	98
COc1ccc(-c2cncn2-c2ccc(-c3nc4ccc(F)cc4s3)cc2)cc1OC	43	61	73	75	83	64	70	61	87
CCOC(=O)C1=C(O)CSC1=Nc1ccc(N=C2SCC(O)=C2C(=O)OCC)cc1	91	100	98	110	111	93	95	103	109
C[N+](C)=c1ccc2nc3c(cc(NCCCNc4cc5oc6cc(=[N+](C)C)ccc-6nc5c5ccccc45)c4ccccc43)oc-2c1	6.8*	-25*	55	45	-9.6*	-20*	-5.6*	-54*	-100*
NS(=O)(=O)c1ccc(Nc2nc3n[nH]c(Nc4cccc(Cl)c4)c3c(=O)[nH]2)cc1	93	.	94	105	89	100	93	98	99
COC(=O)C1CC(OC(=O)CCl)Cc2cc(Cl)ccc2N1 (configuration not stated)	94	100	92	107	99	92	98	107	101
O=C(c1ccc2ccccc2c1)c1nn(-c2ccccc2)c2nc3nc(-c4cc5ccccc5o4)cc(-c4c[nH]c5ccccc45)c3c(=O)n12	83	83	74	87	92	93	92	93	85
C[N+](C)(C)CC(=O)N/N=C\c1cccc2ccccc12	101	103	108	115	93	100	117	115	110
C=CCCCCCCCCCOC(=O)c1nn(C(C)=O)c2cc3c(cc12)OCO3	98	102	101	102	112	102	100	106	116

15 structures already listed, arranged by formula weight, descending.
SMILES	PC-3	SNB-19	SF-268	SF-295	SF-539	U251	OVCAR-8	OVCAR-3	DU-145
O=C(c1ccc2ccccc2c1)c1nn(-c2ccccc2)c2nc3nc(-c4cc5ccccc5o4)cc(-c4c[nH]c5ccccc45)c3c(=O)n12	83	83	74	87	92	93	92	93	85
C[N+](C)=c1ccc2nc3c(cc(NCCCNc4cc5oc6cc(=[N+](C)C)ccc-6nc5c5ccccc45)c4ccccc43)oc-2c1	6.8*	-25*	55	45	-9.6*	-20*	-5.6*	-54*	-100*
CC1(C)c2[nH]c3ccccc3c2C[C@]2(C)[C@H]3CC=C4[C@@H]5C[C@@](C)(C(N)=O)CC[C@]5(C)CC[C@@]4(C)[C@]3(C)CC[C@@H]12	51	62	73	54	81	69	51	58	74
CCOC(=O)C1=C(O)CSC1=Nc1ccc(N=C2SCC(O)=C2C(=O)OCC)cc1	91	100	98	110	111	93	95	103	109
NS(=O)(=O)c1ccc(Nc2nc3n[nH]c(Nc4cccc(Cl)c4)c3c(=O)[nH]2)cc1	93	.	94	105	89	100	93	98	99
O=Cc1cncc(-c2ccc3ncnc(N4CCc5cc(F)c(Cl)cc54)c3c2)c1	24	49	42	19	26	49	40	25	23
C=CCCCCCCCCCOC(=O)c1nn(C(C)=O)c2cc3c(cc12)OCO3	98	102	101	102	112	102	100	106	116
CN1CCc2nc3sc(C(=O)Nc4cccc5ccccc45)c(N)c3cc2C1	93	96	90	94	94	105	89	97	98
Cc1nn(-c2ccc(Cl)cc2)c(=O)n1CCn1nnc2ccccc21	95	113	108	104	90	106	113	112	108
COC(=O)C1CC(OC(=O)CCl)Cc2cc(Cl)ccc2N1 (configuration not stated)	94	100	92	107	99	92	98	107	101
CCCCCCCCCCCCCCCCCC[S+](C)CC (configuration not stated)	36	8.7*	31	69	31	-57*	14	45	64
O=C(Nc1ccc(N=C=S)cc1)OCc1ccccc1	76	94	79	84	97	83	90	88	85
C[N+](C)(C)CC(=O)N/N=C\c1cccc2ccccc12	101	103	108	115	93	100	117	115	110
COc1ccccc1/C=C\C(=O)c1ccccc1	62	79	96	94	92	46	76	110	95
CC1=CC(C)(C)OC(=O)C1	98	107	107	125	99	98	102	109	114

In a second layout: results already given.
Compound: O=C(c1ccc2ccccc2c1)c1nn(-c2ccccc2)c2nc3nc(-c4cc5ccccc5o4)cc(-c4c[nH]c5ccccc45)c3c(=O)n12
  PC-3: 83 | SNB-19: 83 | SF-268: 74 | SF-295: 87 | SF-539: 92 | U251: 93 | OVCAR-8: 92 | OVCAR-3: 93 | DU-145: 85

Compound: C[N+](C)(C)CC(=O)N/N=C\c1cccc2ccccc12
  PC-3: 101 | SNB-19: 103 | SF-268: 108 | SF-295: 115 | SF-539: 93 | U251: 100 | OVCAR-8: 117 | OVCAR-3: 115 | DU-145: 110

(more compounds)
SMILES	PC-3	SNB-19	SF-268	SF-295	SF-539	U251	OVCAR-8	OVCAR-3	DU-145
CC(=O)NC1CCC(=O)C=C1c1ccccc1 (configuration not stated)	102	108	116	97	109	.	98	116	111
C1CCC2(CC1)NCCO2	101	94	109	95	95	101	97	122	124
Cc1nc(Cl)c2c(n1)N(C)c1ccccc1C(C)C2 (configuration not stated)	56	87	96	87	93	88	91	104	115
NC(=O)c1ccccc1Oc1ccc2nnc(-c3ccncc3)n2n1	87	95	95	.	91	93	101	105	111
Clc1ccc(-c2nc3ccccc3[nH]2)c(Cl)c1	96	103	104	90	98	99	100	100	106
Cc1ccc(C(=O)NNC(=O)N2c3ccccc3C=Cc3ccccc32)cc1	96	95	94	96	99	104	106	110	110
Cc1cncc(O)c1	95	101	105	93	98	99	105	115	113
COc1cc(-c2cc(-c3cccc(OCC(=O)O)c3)[nH]c(=O)c2C#N)cc(OC)c1OC	98	92	110	98	93	113	102	110	111
CCCC(=O)O[C@]1(C(=O)CO)CCC2[C@@H]3CCC4=CC(=O)CC[C@]4(C)C3[C@@H](O)C[C@@]21C (some centres not stated)	101	104	107	118	109	103	95	113	100
Cc1ccc(-c2c3c(C)nn(-c4ccccc4)c3nc3nc(Cc4ccccc4)[nH]c(=O)c23)cc1	94	106	105	96	101	.	101	114	108
